NSD2 inh: NSD2 (human) methyltransferase inhibition; AID 743445; 0.54% of 310,000 active; O96028; NSD2 peptide methylation, AlphaScreen, 120 min; inhibition, % at 12.5 µM; in the data active = inhibition above about 50%
PKA-R1A act: PKA-R1A complex activation; 0.083% of 340,000 active; P00514+P68181; PKA-R1A dissociation, Cy5-IP20 fluorescence polarization; scaled: DMSO 0%, 113 µM cGMP 100%; activation, % at 11.4 µM; AID 504707;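 active = percent activation above the mean of all tested compounds plus 3 SD, cut at about 19% in these data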;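 note: higher means more PKAc released from R1A so a rise in polarization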
PKA-R2B activ: activates the human PKA-R2B holoenzyme complex | 0.079% of 340,000 active | PKA-R2B holoenzyme dissociation, Cy5-IP20 fluorescence polarization; R2B truncated from residue 108, S112A mutant; 0% DMSO only, 100% 113 µM cGMP | P22694+P31323 | activation, % at 11.4 µM | AID 504700;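 active = activation above a cutoff set at the mean over all compounds plus 3 SD, cut at about 18% in these data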;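 note: higher means more holoenzyme dissociation and a rise in polarization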
Target sequence (P31323 whole entry, looked up, other chains not shown, the tested form may be a part): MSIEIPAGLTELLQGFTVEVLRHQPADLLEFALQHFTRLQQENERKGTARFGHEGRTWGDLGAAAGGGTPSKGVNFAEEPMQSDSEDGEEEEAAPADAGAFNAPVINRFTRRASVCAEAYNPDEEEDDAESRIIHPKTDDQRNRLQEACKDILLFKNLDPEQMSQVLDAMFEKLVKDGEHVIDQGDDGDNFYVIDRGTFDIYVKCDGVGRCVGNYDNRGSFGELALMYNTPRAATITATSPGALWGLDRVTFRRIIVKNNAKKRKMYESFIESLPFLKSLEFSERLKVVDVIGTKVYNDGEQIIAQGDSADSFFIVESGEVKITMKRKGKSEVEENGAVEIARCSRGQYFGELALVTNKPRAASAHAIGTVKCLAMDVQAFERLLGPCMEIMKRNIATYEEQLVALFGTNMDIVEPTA
CDK5 p35 inh: CDK5/p35 (human) kinase inhibition; 0.01% of 330,000 active; Q00535+Q15078; Recombinant CDK5/p35, ADP-Glo luminescence, 60 min; inhibition, % at 10 µM;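 active = highest replicate inhibition of at least 50% and at least 75% of replicates reaching 50%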;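 note: plate controls were DMSO neutral control for no effect and GW8510 at 10 µM for full effect; many of its hits are not listed in these tables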
Arrestin-AP2 inh: inhibitors of human beta-arrestin and AP2 interaction | FITC-arrestin peptide / GST-AP2 beads, flow cytometry; AP2 beta2 appendage carries R879A mutation | inhibition, % at 10 µM | 0.31% of 340,000 active;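 active = inhibition above a set limit, near 3 SD of compounds lacking own fluorescence, cut at about 54% in these data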;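 note: plate controls were DMSO wells for no effect and 5 µM unlabelled arrestin peptide for full effect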
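System: GST-tagged AP2 beta2-adaptin appendage (R879A) on 4 µm glutathione beads / Reagent: FITC-arrestin peptide, 50 nM / Detection: HyperCyt-sampled flow cytometry, FL1 channel, ex 488/em 535 nm / Timing: 12 min plus 1 h, RT / Buffer or medium: PBS plus Tween 20 (0.05%) and BSA (0.1%)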
dFosB act: mouse delta FosB homodimer activation; purified delta FosB, TAMRA-CDK5 oligo fluorescence polarization; percent of positive-control signal above neutral wells; activation, % at 25 µM; 0.99% of 340,000 active;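 active = mean activation above about 17%, with every replicate also reaching it, limit read from the data, passing the limit was not always enough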;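 note: fluorescence polarization rise as delta FosB binds a TAMRA Cdk5 AP-1 oligo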
Pemphigus Ab inh: inhibitors of pemphigus antibody binding to human desmoglein-3; P32926; DSG3-coupled beads, scFv-anti-DSG3-GFP binding, flow cytometry; stronger effect = lower value; binding (percent of control), % at 10 µM; 0.48% of 310,000 active; AID 588358;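 active = binding more than 3 SD below its plate's average and above zero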;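 note: hits lower antibody fragment binding to DSG3; some compounds called inactive have numbers as strong as hits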
MITF act: increases MITF-driven TRPM1 promoter luciferase signal | activation, % at 12.5 µM | SK-MEL-5 TRPM1-promoter luciferase, 24 h; % of positive control, neutral wells = 0 | 0.75% of 300,000 active | AID 588334;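 active = mean activation of at least 80% with every replicate also reaching 80%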;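 note: 0% = neutral control wells and 100% = parthenolide positive control wells; values of inactives mirror those of a sister screen read the other way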
SR-BI HDL uptake: mouse SR-BI HDL lipid transfer inhibition | Q61009 | ldlA[mSR-BI] CHO cells, DiI-HDL uptake fluorescence, 3 h | inhibition, % at 12.5 µM | 0.96% of 320,000 active | AID 488896;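 active = mean replicate inhibition of at least 70% and a set share of replicates each scoring 70 or more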;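 note: 0% = median of neutral control wells and 100% = median of positive control wells; values of inactives mirror those of a sister screen read the other way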
Target sequence (Q61009 whole entry, looked up): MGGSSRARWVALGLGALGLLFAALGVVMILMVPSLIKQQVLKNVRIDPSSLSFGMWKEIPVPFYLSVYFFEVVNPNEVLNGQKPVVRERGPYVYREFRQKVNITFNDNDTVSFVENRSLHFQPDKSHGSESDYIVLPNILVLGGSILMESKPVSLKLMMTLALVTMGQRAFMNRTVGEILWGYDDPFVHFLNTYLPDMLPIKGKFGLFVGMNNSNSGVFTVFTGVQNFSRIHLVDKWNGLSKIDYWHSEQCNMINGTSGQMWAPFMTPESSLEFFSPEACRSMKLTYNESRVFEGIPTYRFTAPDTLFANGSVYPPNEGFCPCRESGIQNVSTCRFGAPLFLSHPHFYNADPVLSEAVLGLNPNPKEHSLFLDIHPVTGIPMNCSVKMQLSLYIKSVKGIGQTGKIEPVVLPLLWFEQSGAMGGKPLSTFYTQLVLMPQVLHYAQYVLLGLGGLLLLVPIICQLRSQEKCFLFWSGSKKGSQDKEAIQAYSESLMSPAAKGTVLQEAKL
SUMO Mot1 rescue: SUMOylation pathway inhibition by Mot1-301 growth rescue | S. cerevisiae Mot1-301 growth rescue, ATP luminescence, 38.5C; percent above DMSO median, 100 means doubled | growth rescue, % at 18.8 µM | 1% of 320,000 active | AID 2716;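 active = every valid replicate shows activation above 250% relative to neutral control wells; inactive = the rest, any valid replicate at or below 250%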;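 note: OY570 slx delta 5 strain wells were the positive control but not used for scaling; some compounds called inactive have numbers as strong as hits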
SR-BI uptake up: enhances SR-BI lipid uptake from DiI-HDL. CHO ldlA[mSR-BI] cells, DiI-HDL uptake fluorescence, 3 h; 100 = double the neutral-control signal. 0.096% of 320,000 active. activation, % at 12.5 µM;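 active = mean replicate activation of at least 60% and every replicate at or above 60%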;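 note: 0% = median plate neutral-control signal and 100% = twice that signal; values of inactives mirror those of a sister screen read the other way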
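Material – SR-BI-overexpressing, LDLR-lacking CHO cells · Medium – BSA-supplemented, HEPES-buffered Ham's F12, pH 7.4 · Doses – single concentration · Times – compound with DiI-HDL co-incubation, 3 h at 37 °C · Measured by – bottom-read fluorescence, 550/595 nm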
* marks the source's active call; other numbers are inactive results; x = no result given.

SMILES	NSD2 inh	PKA-R1A act	PKA-R2B activ	CDK5 p35 inh	Arrestin-AP2 inh	dFosB act	Pemphigus Ab inh	MITF act	SR-BI HDL uptake	SUMO Mot1 rescue	SR-BI uptake up
Cc1cc(/C=C2\NC(=O)N(Cc3ccc(Cl)cc3)C2=O)c(C)n1C	0	1	-1	1.3	-13	-1	102	-15	-15	-2	15
O=C(NCCN1CCCC1)c1ccc(Cl)cc1	-3	-1	-8	-0.1	14	4	89	3	-2	-15	2
CN(C)CCNC(=O)c1cc2c(=O)n(C)c3ccccc3c2n1C	x	-1	12	0.7	4	-12	105	0	0	8	0
Cc1cc(C)cc(N(CC(=O)Nc2ccccc2-c2ccccc2)S(=O)(=O)c2ccccc2)c1	0	9	9	3.8	9	0	109	3	7	1	-7
O=C(O)c1cc(-c2ccc(Cl)c(Cl)c2)n(-c2ccccc2)n1	-5	0	0	-0.2	13	-3	96	-1	x	51	x
COC(=O)c1cc2nc(-c3ccc(C)cc3)cc(C(F)(F)F)n2n1	-5	-2	8	-0.8	-2	3	87	12	35	168	-35
O=C(NCc1ccncc1)c1c(F)c(F)c(F)c(F)c1F	x	-6	-12	1.7	7	5	91	x	-25	-1	25
CC(C)(CNC(=O)c1sc2cc(Cl)ccc2c1Cl)N1CCOCC1	26	-5	4	0.7	32	-6	96	20	29	51	-29
O=C(Nc1cccc(Cl)c1Cl)c1snnc1-c1ccccc1	-2	-5	4	1.1	-13	-11	x	5	26	-5	-26
COc1ccc(S(=O)(=O)N2CCC(NC(=O)OCc3c(Cl)cccc3Cl)CC2)cc1	-6	-3	-8	0.0	-8	0	106	-13	21	-3	-21
COc1ccc(NC(=O)C(c2ccc(C)cc2)N(C)C(=O)CC2NC(=O)NC2=O)cc1 (stereo not drawn)	2	1	-2	0.6	-4	-11	108	12	-6	7	6
CC(C#Cc1ccc2c(c1)COc1c3ccccc3nn1-2)OC(C)(C)C (stereo not drawn)	x	-5	-7	-1.8	21	-5	108	95*	30	-16	-30
O=C(NCC(=O)N(Cc1ccccc1)C(C(=O)NCC1CCCO1)c1ccccc1)c1cccs1 (stereo not drawn)	16	-10	-6	-0.9	-7	-5	87	7	-22	-1	22
COC(=O)Cc1[nH]n(-c2ccccc2)c(=O)c1C=Nc1ccc(C)cc1	2	-10	-2	-2.5	-6	-9	97	2	24	-2	-24
COc1cc(C(C)=O)ccc1OCc1nnc(-c2ccccc2Br)o1	-3	-2	-3	-0.9	5	-11	112	47	x	210	x
Cn1c(SCc2ccccc2)nnc1-c1ccco1	-2	-2	4	1.0	4	-1	101	33	-17	128	17
CCOC(=O)Cc1nnc2c(Nc3ccc(Cl)cc3)nc3nonc3n12	x	-7	-2	-1.1	-2	-6	114	-7	-10	-21	10
O=C(Nc1cccc(O)c1)c1ccc(NC(=O)C2CCCO2)cc1 (stereo not drawn)	0	3	-7	0.7	4	3	111	60	-15	-22	15
O=C(NNC(=O)c1ccc(-c2ccccc2)cc1)Nc1ccccc1	-2	-9	2	2.5	14	-2	111	3	40	5	-40
Nc1ccccc1C(=O)Nc1ccc(Cl)cc1Cl	-5	2	-9	2.5	11	-3	111	80	-6	10	6
Cc1nc2ccc(NC(=O)NCc3ccco3)cc2s1	x	4	-20	0.9	8	-4	118	48	-9	22	9
Cc1nnc(Oc2ccc([N+](=O)[O-])cc2)c2ccccc12	-2	-14	-8	0.8	-1	0	104	59	-8	-20	8
O=C(NN1CCOCC1)c1cc(-c2ccc(Cl)c(Cl)c2)nc2ccccc12	-1	1	-3	-0.2	-1	-14	84	14	69	-7	-69
O=C(NCc1ccco1)C1CCN(S(=O)(=O)c2ccc(-n3cnnn3)cc2)CC1	0	2	1	0.6	8	-2	115	-5	-16	2	16
Cc1cc(CC(=O)O)n(C)c1C(=O)c1ccc(Cl)cc1	x	2	6	-2.2	-8	-9	101	-2	37	241	-37
Cc1cc(C)cc(C(=O)NCC(=O)N2CCC(C(N)=O)CC2)c1	-1	-6	10	2.0	22	-5	101	-14	-29	2	29
CC(C)(C)c1ccc(C(=O)C2CCCN(C(=O)c3ccccn3)C2)cc1 (stereo not drawn)	4	-10	-3	0.2	-11	-5	107	-11	5	x	-5
CCn1c(=O)n(CCc2ccccc2)c(=O)c2c3c(sc21)CCCC3	1	2	-3	-0.4	1	-5	93	7	8	61	-8
O=C(c1ccco1)N1CCN(S(=O)(=O)c2ccc(Oc3ccccc3)cc2)CC1	0	7	-6	1.3	4	8	109	-5	-12	16	12
N#CCc1c(C#N)c(N)nc(Nc2ccccc2)c1C#N	-12	0	-6	2.5	7	3	93	-3	9	10	-9
Cc1ccccc1-c1cc2nc(C)c(Cl)c(=O)n2[nH]1	1	-14	1	0.3	3	-11	96	x	7	-6	-7
O=C(NCCN1CCN(C(=O)Nc2ccccc2)CC1)Nc1ccccc1	x	-2	6	2.2	-1	-4	x	5	x	1	x
Cc1ccc(S(=O)(=O)N2[C@@H](c3cccc(Cl)c3)C(C(=O)O)=CC[C@H]2c2cccs2)cc1	x	-5	-2	-0.4	-1	-3	108	-2	-3	102	3
O=C(NCCS(=O)(=O)NCc1cccnc1)c1ccccc1	0	3	11	0.6	23	-4	92	-5	-22	-8	22
CC(C)NC(=O)C1CCCN(c2nnc(-n3cccc3)s2)C1 (stereo not drawn)	x	-6	1	-1.3	8	-4	98	x	1	3	-1
O=C(COc1ccc(Cl)cc1Cl)NC(=O)NC1CCCC1	-3	-12	-11	0.8	30	-5	93	127*	-1	x	1

Printed as active in MITF act (from the list above):
SMILES	NSD2 inh	PKA-R1A act	PKA-R2B activ	CDK5 p35 inh	Arrestin-AP2 inh	dFosB act	Pemphigus Ab inh	MITF act	SR-BI HDL uptake	SUMO Mot1 rescue	SR-BI uptake up
CC(C#Cc1ccc2c(c1)COc1c3ccccc3nn1-2)OC(C)(C)C (stereo not drawn)	x	-5	-7	-1.8	21	-5	108	95*	30	-16	-30
O=C(COc1ccc(Cl)cc1Cl)NC(=O)NC1CCCC1	-3	-12	-11	0.8	30	-5	93	127*	-1	x	1

More compounds
SMILES	NSD2 inh	PKA-R1A act	PKA-R2B activ	CDK5 p35 inh	Arrestin-AP2 inh	dFosB act	Pemphigus Ab inh	MITF act	SR-BI HDL uptake	SUMO Mot1 rescue	SR-BI uptake up
COc1ccc(-c2cc3c(=O)n(CC(=O)Nc4cccc(Cl)c4)ncn3n2)cc1	14	8	3	x	-9	42*	88	34	-2	-8	2
CC1(c2ccc3ccccc3c2)NC(=O)N(CC(=O)N2CCN(S(=O)(=O)c3ccccc3F)CC2)C1=O (stereo not drawn)	-1	-1	-7	-1.8	-10	-3	x	-4	2	18	-2
CC(=O)CSc1nc2cc3c(cc2cc1C#N)OCCO3	-2	-14	0	2.6	-15	-15	103	-23	42	1	-42
CC(C)(C)NC(=O)COc1ccc(-c2ccccc2)cc1	-2	6	3	-1.9	24	-5	103	65	-17	8	17
O=C(COc1ccccc1F)N1N=C(c2cccs2)CC1c1ccco1 (stereo not drawn)	-2	-15	-13	0.1	10	-9	93	0	7	x	-7
Cc1ccc(SCC(=O)NCC2CCCO2)cc1 (stereo not drawn)	-2	-4	-9	-1.3	-11	7	106	10	-21	-13	21
CCN(CC(=O)NCc1ccc(Cl)cc1)C(=O)CN1C(=O)NC(CC)(c2ccccc2)C1=O (stereo not drawn)	-5	-3	7	0.6	20	-4	100	-12	-16	12	16
CCN(CC)S(=O)(=O)c1cccc(C(=O)NCC(c2ccccc2)N(C)C)c1 (stereo not drawn)	3	-4	-2	0.0	36	-1	101	3	1	-28	-1
Nc1ccccc1NC(=O)c1ccccc1	-4	4	-9	0.4	14	-2	x	0	-6	143	6
O=C(COC(=O)c1ccccc1C(=O)c1ccc(Cl)c([N+](=O)[O-])c1)NC1CCCCCC1	0	-4	-1	-0.6	-11	-1	110	-99	5	-9	-5
CCCCC(=O)Nc1nn(CC)c2nc3c(C)cccc3cc12	-1	7	6	0.3	-6	-7	x	16	-9	3	9
O=C(OCC(=O)N1CCOCC1)c1cc(F)c(F)cc1Cl	1	10	1	2.1	13	3	90	12	12	-2	-12
COn1c(SCc2cccc(Cl)c2)nc2ccccc2c1=O	-2	6	-2	3.6	-1	-10	117	-4	14	15	-14
C=CCNC(=S)NNC(=O)c1csc(C)c1CC	0	0	-6	-0.5	28	4	97	-17	6	2	-6
COC(=O)C(Cc1ccc(OC(=O)c2ccccc2Cl)cc1)N1Cc2ccccc2C1=O (stereo not drawn)	-1	3	-9	-0.6	15	-10	102	48	2	-4	-2
Oc1ccc(/C=N/Nc2cccc(Cl)n2)c(O)c1	0	-1	5	0.5	11	-6	98	109*	6	-2	-6
Cc1cc(NC(=O)COC(=O)C(Cc2ccccc2)NC(=O)c2ccco2)no1 (stereo not drawn)	13	-4	-6	-1.6	-1	-4	118	-6	x	32	x
Oc1cccnc1Sc1cccc(C(F)(F)F)c1	1	-7	-6	0.9	-15	4	110	x	-4	-11	4
CCOC(=O)C(=NCCCN1CCOCC1)NNc1cccc(C(F)(F)F)c1	3	2	-2	0.2	1	-6	105	-5	3	324*	-3
Cn1ccs/c1=N\C(=O)Nc1cccc(Cl)c1	-3	6	0	-0.6	-11	-6	98	42	2	23	-2
CCNC(=O)CC1C(=O)N(c2ccc(F)cc2)C(=O)N1Cc1ccccn1 (stereo not drawn)	-2	6	-3	-2.7	-9	4	105	-13	-22	-23	22
CCc1nc(SCC(=O)O)c2c3c(sc2n1)COC(C)(C)C3	-3	-7	-6	2.4	-5	3	96	8	-8	-8	8
C=CCNCCCCOc1ccc(OCC)cc1	35	-3	-12	1.0	3	-2	99	5	-5	x	5
COc1ccc(-c2ccc(CCC(=O)O)n2CC(=O)Nc2cccc(OC)c2)cc1	0	0	6	0.9	-7	-4	100	-12	-3	5	3
Cc1nnc(SCC(=O)c2ccc(Cl)cc2)s1	-1	-1	-2	-2.3	6	0	110	15	-10	-6	10
NNC(=O)c1cc2cc(Oc3ccccc3)ccc2[nH]1	3	-5	7	2.0	-7	-8	98	-19	-17	-9	17

Screens: PubChem BioAssay, several laboratories
